Screens as filed in PubChem BioAssay.
14-3-3 Bad inh = inhibitors of 14-3-3 zeta/Bad binding, primary screen, biochemical, TR-FRET, bovine 14-3-3 zeta; 14-3-3 protein zeta/delta (Bos taurus), P63103; inhibition, % at 21.7 µM; 220,000 tested, 0.71% active; TR-FRET 14-3-3zeta/Dy647-pBad peptide displacement, 1 h; AID 781, 2007;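 active = inhibition above about 70%, limit read from the data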;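 note: 0% = full 14-3-3 plus peptide FRET controls and 100% = background without 14-3-3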
Target sequence (P63103 whole entry, looked up): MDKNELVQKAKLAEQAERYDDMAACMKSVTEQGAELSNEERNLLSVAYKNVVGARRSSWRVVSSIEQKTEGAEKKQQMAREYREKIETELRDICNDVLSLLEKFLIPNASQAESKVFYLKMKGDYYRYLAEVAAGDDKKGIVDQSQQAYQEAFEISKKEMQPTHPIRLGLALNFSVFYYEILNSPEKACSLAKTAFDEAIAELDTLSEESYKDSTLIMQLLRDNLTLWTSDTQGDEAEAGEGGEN
FXIIa inh = human FXIIa protease inhibitors, primary screen, biochemical, 1536-well. purified FXIIa, Boc-QGR-AMC fluorogenic substrate, 2 h. inhibition, % at 5 µM. 220,000 tested, 0.3% active. AID 800, 2007; in the data active = inhibition above about 40%;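 note: 0% = enzyme with no compound and 100% = blank without enzyme; many of its hits are not listed in these tables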
KLK5 inh = human KLK5 protease inhibitors, primary screen, biochemical, 1536-well; Kallikrein-5 (Homo sapiens), Q9Y337; recombinant hK5, fluorogenic AMC substrate cleavage; inhibition, % at 5 µM; 210,000 tested, 0.59% active; AID 873, 2007;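 active = inhibition of 40% or more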;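 note: 0% = enzyme controls without compound and 100% = no-enzyme blanks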
Target sequence (Q9Y337 67-293 limits assumed): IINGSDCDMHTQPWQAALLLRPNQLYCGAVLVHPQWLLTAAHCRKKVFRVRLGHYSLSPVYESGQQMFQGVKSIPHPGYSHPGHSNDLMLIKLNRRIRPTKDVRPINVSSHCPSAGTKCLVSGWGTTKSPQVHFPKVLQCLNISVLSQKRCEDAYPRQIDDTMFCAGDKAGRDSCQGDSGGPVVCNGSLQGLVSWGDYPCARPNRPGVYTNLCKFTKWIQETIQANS
MDM2 E3 inh = MDM2-luciferase reporter signal enhancers, primary screen, MDM2 E3 ligase inhibitor project, cell-based, luminescence, 1536-well; E3 ubiquitin-protein ligase Mdm2 (Homo sapiens), Q00987; 210,000 tested, 0.11% active; cell-based MDM2 ubiquitination luciferase reporter, 2 h; 0 = plate control, 100 = twice control, blank-subtracted; signal enhancement, % at 5 µM;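 active = signal enhancement of 30% or more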;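 note: luminescence tracks abundance of the self-degrading MDM2-luciferase fusion protein; higher signal means inhibition of MDM2 E3 ligase activity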
Target sequence (Q00987 whole entry, looked up, the tested form may be a part): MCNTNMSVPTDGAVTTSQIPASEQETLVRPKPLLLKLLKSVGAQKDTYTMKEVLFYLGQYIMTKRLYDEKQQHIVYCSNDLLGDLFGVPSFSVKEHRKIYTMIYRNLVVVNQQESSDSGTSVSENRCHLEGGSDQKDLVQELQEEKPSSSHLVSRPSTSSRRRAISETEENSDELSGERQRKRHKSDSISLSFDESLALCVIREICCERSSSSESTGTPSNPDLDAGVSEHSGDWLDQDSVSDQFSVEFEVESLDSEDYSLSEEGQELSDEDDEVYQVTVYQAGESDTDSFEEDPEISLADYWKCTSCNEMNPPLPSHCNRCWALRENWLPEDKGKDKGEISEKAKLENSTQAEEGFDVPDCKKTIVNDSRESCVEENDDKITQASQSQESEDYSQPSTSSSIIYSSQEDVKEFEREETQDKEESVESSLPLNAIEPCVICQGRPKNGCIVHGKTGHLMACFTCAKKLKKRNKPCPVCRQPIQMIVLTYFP
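Material: stable MDM2–luciferase fusion reporter cells / Quantity: 2000 cells/well / Dosing: single 5 µM compound dose, 0.2% final DMSO / Buffer or medium: DMEM / Schedule: 4 h cell settling then 2 h compound exposure, 37 °C / Detection: luminescence with SteadyLite reagent, 15 min at room temperature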
p97 inhibitor = inhibitors of human p97 ATPase, primary screen, biochemical. AID 1481, 2009. 220,000 tested, 0.42% active. recombinant p97 ATPase, Kinase-Glo ATP luminescence, 3 h. inhibition, % at 8 µM; in the data active = inhibition above about 15%;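 note: 0% = DMSO vehicle and 100% = wells lacking enzyme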
FXIa inh = human FXIa protease inhibitors, primary screen, biochemical, 1536-well; Coagulation factor XI (Homo sapiens), P03951; purified FXIa, Boc-Glu-Ala-Arg-AMC fluorogenic substrate; inhibition, % at 5 µM; 220,000 tested, 0.14% active; AID 798, 2007;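 active = inhibition of at least 40%; inactive = inhibition below 40%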;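 note: fluorescence of freed AMC excited at 355 nm; 0% = enzyme without compound and 100% = no enzyme blank; many of its hits are not listed in these tables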
eIF4E-4G inh = eIF4E–eIF4G protein interaction inhibitors, primary screen, biochemical, uHTS, TR-FRET, eIF4GI fragment; AID 782, 2007; Eukaryotic translation initiation factor 4E (Mus musculus) + Eukaryotic translation …; inhibition, % at 21.7 µM; TR-FRET eIF4E-eIF4GI(517-606) binding, 2 h; 220,000 tested, 0.37% active;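 active = inhibition above about 30%, limit read from the data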;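 note: 0% = full FRET control wells and 100% = background wells lacking eIF4GI fragment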
Wee1 stabilizer = Wee1 degradation inhibitors, primary screen, cell-based, HeLa, Wee1K328M-luciferase, luminescence; Wee1-like protein kinase (Homo sapiens), P30291; HeLa Luc-Wee1K328M stability; 100% = proteasome inhibitor MG132 effect; reporter increase, % at 5 µM; 220,000 tested, 1.2% active;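 active = activation above the mean of all tested compounds plus 3 SD, set per screening run, cut at about 8.8% in these data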;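 note: cells exposed to compound for 20 h before luminescence read; 0% = DMSO alone and 100% = MG132 at 30 µM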
Rad51 HR inh = human RAD51 strand exchange inhibitors, primary screen, biochemical, fluorescence | hRad51 DNA strand exchange, fluorescence dequenching | inhibition, % at 10 µM | 200,000 tested, 0.085% active | AID 1385, 2008;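 active = inhibition above 40% at the single screening dose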;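 note: 0% = DMSO control wells and 100% = blanks with heterologous ssDNA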
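Test system – preformed human Rad51 ssDNA filaments · Reagent – Donor/quencher-labelled 47-bp dsDNA substrate · Incubation – 37 °C 15-min filament assembly, 30-min compound preincubation, 15-min exchange · Signal – FRET fluorescence dequenching, excitation 485 nm, emission 520 nm · Read-out – percent inhibition from fluorescence, normalised to plate control and blank means · Benchmarks – plate control and blank wells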
* = called active by the depositor; nt = not tested or not shown; [ ] = remark or other dose.

SMILES	14-3-3 Bad inh	FXIIa inh	KLK5 inh	MDM2 E3 inh	p97 inhibitor	FXIa inh	eIF4E-4G inh	Wee1 stabilizer	Rad51 HR inh
COc1ccc(-c2nnc3ccc(SCC(=O)N4CCCC4)nn23)cc1	0[fluorescence artefact?]	11	-16	-9	3	0	-3	3	1
Cc1ccc(CNC(=O)CCNS(=O)(=O)c2cccc3nonc23)cc1	-3[fluorescence artefact?]	-7	-23	-10	4	-8	5	0	7
Cc1nc2ccccn2c1C(=O)/C=C/c1cccc([N+](=O)[O-])c1	2	3	-4	-4	4	-1	1	1	-15
COn1c2c(c3c4nonc4ccc31)CCCC2	0	12	-9	-27	3	4	5	0	-2
Nc1cc(Cl)ccc1N1C(=O)CCC1=O	-2	4	1	1	6	2	6	-1	-21
Cc1ccc(NC(=O)c2cccs2)cc1S(=O)(=O)Nc1cccc(Cl)c1	0	10	-10	-2	7	2	3	1	0
COc1ccc(-c2cc(C(=O)c3c(N)n(C)c(=O)n(C)c3=O)c3ccccc3n2)cc1OC	9	42*	20	-19	-6	39	1	4	-10
COC(=O)c1cccc(NC(=O)/C=C/c2cccc([N+](=O)[O-])c2)c1	2	18	1	-9	2	9	-1	0	3
CC1CCCC(C)N1C(=O)CSc1nc2ccccc2c(=O)[nH]1 (stereo not drawn)	-2	0	-7	-3	-2	-5	0	0	-2
O=C(COC(=O)CNC(=O)c1cccc([N+](=O)[O-])c1)Nc1cccc(S(=O)(=O)N2CCCC2)c1	-7	4	-2	-3	1	-5	2	0	0

Reprinted from the part before: two compounds, then new ones.
SMILES	14-3-3 Bad inh	FXIIa inh	KLK5 inh	MDM2 E3 inh	p97 inhibitor	FXIa inh	eIF4E-4G inh	Wee1 stabilizer	Rad51 HR inh
CC1CCCC(C)N1C(=O)CSc1nc2ccccc2c(=O)[nH]1 (stereo not drawn)	-2	0	-7	-3	-2	-5	0	0	-2
O=C(COC(=O)CNC(=O)c1cccc([N+](=O)[O-])c1)Nc1cccc(S(=O)(=O)N2CCCC2)c1	-7	4	-2	-3	1	-5	2	0	0
O=C(CN1C(=O)COc2ccccc21)Nc1ccc(F)cc1	-2[fluorescence artefact?]	-3	-83	-12	1	-9	-5	-1	2
CCN(CC)S(=O)(=O)c1cccc(-c2nnc(SCC(=O)NCCC3=CCCCC3)n2N)c1	-6	16	-24	-16	1	1	-2	-2	3
CCOC(=O)CSc1nnc(C)c(=O)[nH]1	-3	9	2	-18	5	2	9	-2	9
CCO/C=C1\C(=O)N(CC)c2ccccc21	-6[fluorescence artefact?]	27	-6	-18	0	22	3	-3	2
Cn1c2c(c(=O)[nH]c1=O)C(NC(=O)c1ccco1)(C(F)(F)F)C(=O)N2 (stereo not drawn)	47	20	19	nt	5	7	-12	-3	-1
O=S(=O)(N/N=C/c1ccc(F)cc1)c1ccccc1	-2	9	nt	-16	4	-2	-3	-3	nt
O=C(CSc1nnnn1C1CCCCC1)NCCc1ccccc1	-22[fluorescence artefact?]	-5	-22	-9	1	0	-5	4	-10
CCC(C)[C@H]1CNC(=O)C(=O)N1CCCc1cc(OC)c(OC)c(OC)c1 (stereo partly drawn)	-3	10	0	8	nt	1	-1	nt	-7
Cc1ccccc1OCC(=O)N/N=C/c1cn(Cc2ccccc2)c2ccccc12	-1	10	-9	6	5	8	4	2	nt
CCOC(=O)c1cc(-c2ccc(OC)cc2)nc2c1c(C)nn2CCC(N)=S	-9	3	-1	-5	2	0	-3	1	11
Cc1ccc(NC(=O)c2ccc(S(=O)(=O)N3CCCCC3)cc2)cc1	-3	2	6	-1	2	-7	3	1	nt
Cc1ccc(C(=O)OCC(=O)N2CCC(Cc3ccccc3)CC2)cc1N	-22	5	-4	-17	1	1	3	0	8
COc1ccc(CCNc2nc(-c3sc(C)nc3C)cs2)cc1OC	64	28	-15	-9	-5	8	-7	1	7
Cc1cc(NC(=O)c2ccc(Cl)cc2)n(CCOC(=O)c2ccc(Cl)cc2)n1	2	3	-6	-8	-1	-4	0	-1	-8
CCOC(=O)CSC1=NC(=O)/C(=C/c2ccc(Br)cc2)S1	-4	-2	-5	5	8	2	-1	-1	-1
N#Cc1c(N2C(=O)Nc3ccccc3N2O)sc2c1CCCCCC2	-3	9	-26	nt	3	8	6	2	nt
CCOC(=O)C1CCN(C(=O)CSc2c3c(nc4ccccc24)CCC3)CC1	6	3	-11	-30	3	-3	0	-1	-35
O=C(O)c1ccccc1C(=O)NNc1cccc(Cl)n1	-8	6	-2	-5	1	0	0	5	-38
Cc1cccc(C(=O)N2CCCCCC2)c1[N+](=O)[O-]	4	-2	-11	-15	3	-5	7	-2	4
COc1ccc(S(=O)(=O)N(C)c2ccc(C(=O)N3CCCC3)cc2)cc1	-1	9	-6	-3	3	-2	-2	-1	13
CCC(Oc1ccccc1)C(=O)Nc1cc(C)on1 (stereo not drawn)	0	1	-1	-9	0	1	-4	-1	-1
COc1ccccc1-n1c(SCC(=O)Nc2ccc(Br)cc2)nc(O)cc1=O	-5	10	4	11	8	5	-10	-1	nt
COc1ccc(NC(=O)CSc2nc3ccccc3c(=O)n2CCCN2CCOCC2)c(OC)c1	-2	7	3	3	-6	-1	-1	1	5
O=C(CN1C(=O)S/C(=C\C=C\c2ccccc2)C1=O)Nc1cccc(O)c1	15[fluorescence artefact?]	6	2	-4	8	6	1	0	-9
N#CC(C#N)=C1C(=O)N(CCN2CCCCC2)c2ccccc21	28	4	2	0	9	0	-4	2	2
Cc1cccn2c(CN[C@@H]3CCCC[C@H]3c3ccccc3)c(C(=O)N3CCOCC3)nc12	-7	2	-3	-21	4	-4	1	0	nt
CCN1/C(=C/c2ccc3cc(C)ccc3[n+]2CC)Sc2cc(C)c(C)cc21	-6	8	4	-44	-1	-1	10	-4	-220
CCN(Cc1ccccc1)C(c1ccncc1)c1nnnn1C(C)(C)C (stereo not drawn)	3	11	11	-16	-3	5	2	0	2
N/C(=N\OC(=O)CCCN1C(=O)c2ccccc2C1=O)c1ccc(Cl)cc1	14	13	-5	-14	5	-6	6	-1	-8
Cc1cccc(N2CC3=C(C2=O)C(c2ccccc2)NC(=O)N3C)c1 (stereo not drawn)	-6	12	4	-15	0	6	-17	0	-1

An excerpt from above, limited to eIF4E-4G inh, 14-3-3 Bad inh and FXIa inh:
Structure	eIF4E-4G inh	14-3-3 Bad inh	FXIa inh
N/C(=N\OC(=O)CCCN1C(=O)c2ccccc2C1=O)c1ccc(Cl)cc1	6	14	-6
CCC(Oc1ccccc1)C(=O)Nc1cc(C)on1 (stereo not drawn)	-4	0	1
Cc1cccn2c(CN[C@@H]3CCCC[C@H]3c3ccccc3)c(C(=O)N3CCOCC3)nc12	1	-7	-4
COc1ccc(NC(=O)CSc2nc3ccccc3c(=O)n2CCCN2CCOCC2)c(OC)c1	-1	-2	-1

The results go on:
SMILES	14-3-3 Bad inh	FXIIa inh	KLK5 inh	MDM2 E3 inh	p97 inhibitor	FXIa inh	eIF4E-4G inh	Wee1 stabilizer	Rad51 HR inh
NC(=O)C1CC(=O)N(Cc2ccc3c(c2)OCO3)C(=Nc2ccccc2)S1 (stereo not drawn)	-3	-10	-1	-7	-3	3	1	-1	3
Cc1ccc([N+](=O)[O-])cc1NC(=O)CN1CCC(C)CC1	-2	17	-4	-5	-3	1	-3	0	nt
CC1(C)CC(=O)C2=C(C1)OC(N)=C(C#N)C21C(=O)N(CN2CCOCC2)c2ccccc21 (stereo not drawn)	0	-13	10	-21	3	-13	4	0	1
Cc1ccc(C(O)(C(=O)NN(C(=O)c2ccccc2)c2ccccc2)c2ccc(C)cc2)cc1	-3	7	-3	-16	3	-3	-1	-2	5
Cc1ccc(O)c(C(CC(=O)NCc2ccco2)c2ccccc2)c1 (stereo not drawn)	-1	5	-1	-5	-1	-1	0	11*	-1
CCOC(=O)c1[nH]c(C)c(C(=O)Nc2ccc(Cl)cc2)c1C	6	-1	-5	-11	-1	7	0	2	-3
O=C(CCCOc1ccc(Cl)cc1Cl)N/N=C/c1ccco1	-10	3	-6	-6	1	-4	5	-2	23
c1ccc2nc3ccccc3nc2c1	22	14	0	-2	1	10	2[fluorescence artefact?]	-2	2
CCOC(=O)C1(C)/C(=N/Nc2ccc(Cl)cc2)C(=O)C(=O)N1c1ccccc1 (stereo not drawn)	4	13	10	0	0	-16	3[fluorescence artefact?]	-1	10
COc1ccccc1C1CC(c2cccs2)=Nc2ccccc2S1 (stereo not drawn)	7	-13	-6	-8	-3	2	4	2	-6
CCN(CC)CCNC(=O)c1ccc(NC(=O)Cc2ccccc2F)cc1	-7	0	-6	-17	0	-3	-2	-1	4
CCOC(=O)N1CCC(NC(=O)c2cn(-c3ccc(OC)cc3)c(=O)c3ccccc23)CC1	5	8	1	8	-4	0	2	-1	-2
Cc1cccc(C)c1NS(=O)(=O)c1ccc(F)cc1	0	12	-13	-8	-3	2	4	3	0
O=C(/C=C/c1ccccc1)NC(=S)Nc1ccc(N2CCOCC2)c(Cl)c1	-16	2	1	-5	3	-4	2[fluorescence artefact?]	0	nt
COc1cccc(Cn2c(NCc3ccco3)nc3c2c(=O)n(C)c(=O)n3C)c1	-21	44*	3	-16	-6	12	-6	-3	-6
COc1nc(NCCO)nc(Nc2ccc([N+](=O)[O-])cc2)n1	-1	-2	-2	-18	0	6	7	1	-1
Nc1cc(=O)nc(SCc2ccccc2)n1Cc1ccco1	-1[fluorescence artefact?]	12	3	-12	3	-2	4[fluorescence artefact?]	-1	-14
O=C(N/N=C/c1cccc(Br)c1)c1ccc(Br)cc1	-7	-1	-1	-4	5	2	2	-2	-2
COc1ccc(CCNC(=O)CSc2nnnn2-c2ccccc2)cc1	6	6	12	4	-1	6	-2	-3	-7
Cc1ccc(Cn2nnnc2CN2CCC(O)(c3cccnc3)CC2)cc1	0	5	0	-8	7	-3	5	7	14
S=c1[nH]ccn1-c1cccc(Cl)c1	-18	2	23	-8	-2	2	-5[fluorescence artefact?]	5	-21
CCOc1ccc(NC(=O)CNC(=O)c2ccc(OC)c(OC)c2)cc1	0	20	-9	7	2	6	13	2	5
CCSc1ccc(-c2ccc(C)cc2)nn1	3	4	-17	-47	-6	-8	4	8	11
CCCNC(=O)c1ccccc1NC(=O)CN(c1ccccc1OCC)S(C)(=O)=O	3	-2	-3	2	1	7	1[fluorescence artefact?]	1	2
COc1cccc(-c2nc(CC(=O)O)cs2)c1OC	-4	11	-3	-8	-1	1	-11	4	1
Cc1ccc(C(=O)N2CCN(S(=O)(=O)c3ccccc3[N+](=O)[O-])C2)cc1	-10	15	7	20	6	2	0	0	-2
COC(=O)[C@@]1(Cc2ccc(F)cc2)[C@H]2c3cc(C(=O)N(C)C)n(Cc4ccccn4)c3C[C@H]2CN1C(=O)c1ccccc1	-12	19	2	nt	-3	8	0	-3	-5
CC(C)c1ccc(NCCC(=O)c2ccc(Br)cc2)cc1	-1	7	-3	3	3	7	2	1	0
